# KDM4E inh = inhibitors of human JMJD2E histone demethylase. B2RXH2. JMJD2E catalytic domain, FDH-coupled NADH fluorescence (FDH is formaldehyde dehydrogenase). Potency, µM (titrated, usually from 57.1 µM), inactives show top-dose activity change, negative = inhibition, hits mostly inhibitors. hit rate 1.6% among 230,000; active = well fitted inhibition curve with a large enough effect, not every such curve was filed as active; inconclusive = small, poorly fitted or top-dose-only effect, or another doubt; inactive = no such curve, though single readings can be large or run the other way;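 note: 0% = wells with enzyme and -100% = buffer wells without enzyme; nearly all actives have a fitted effect of over 50% in size; many of its hits are not listed in these tables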
# Target sequence (B2RXH2 1-337 limits assumed): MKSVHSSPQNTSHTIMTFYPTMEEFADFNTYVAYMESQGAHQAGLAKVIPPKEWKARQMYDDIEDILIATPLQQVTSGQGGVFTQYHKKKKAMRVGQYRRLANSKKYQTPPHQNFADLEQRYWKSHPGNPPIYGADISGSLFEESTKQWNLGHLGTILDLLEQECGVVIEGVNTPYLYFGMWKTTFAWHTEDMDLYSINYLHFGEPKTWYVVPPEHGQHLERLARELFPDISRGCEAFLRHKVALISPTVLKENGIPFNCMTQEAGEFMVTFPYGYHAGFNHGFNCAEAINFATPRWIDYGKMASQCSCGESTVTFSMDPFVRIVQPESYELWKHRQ
# Tau fibril FP = tau fibrillization inhibition (FP); Potency, µM (highest dose often 57.7 µM), for inactives: top-dose activity, negative = inhibition, actives largely listed as inhibitors; hit rate 0.39% among 280,000; K18 P301L tau heparin fibrillization, Alexa594 FP, 6 h; note: nearly all actives have a fitted effect of over 55% in size
# Target sequence (P10636 561-689 P618L limits assumed): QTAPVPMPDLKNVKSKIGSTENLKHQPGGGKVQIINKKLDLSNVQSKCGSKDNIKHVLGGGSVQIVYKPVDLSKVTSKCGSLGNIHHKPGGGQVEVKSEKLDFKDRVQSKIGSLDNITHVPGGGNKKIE
#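 Human K18 P301L fragment (15 uM unlabeled plus 0.24 uM Alexa 594-labeled) in 100 mM sodium acetate pH 7 with compound, aggregation induced by 20 uM heparin for 6 hr at 37 C. ThT (30 uM) added for 1 hr, then Alexa 594 FP read.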
# TRb-SRC2 inh = disrupts binding of human TR beta to SRC2; Potency, µM (series often up to 106 µM), for inactives: at the highest dose activity change, negative = inhibition, most hits filed as inhibitors; hit rate 0.065% among 280,000; P10828; TRbeta-SRC2 peptide binding, fluorescence polarization; receptor liganded with 1 µM T3;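 note: plate controls were bound peptide for no effect and peptide without receptor for full effect; nearly all actives have a fitted effect of over 50% in size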
# Target sequence (P10828 whole entry, looked up): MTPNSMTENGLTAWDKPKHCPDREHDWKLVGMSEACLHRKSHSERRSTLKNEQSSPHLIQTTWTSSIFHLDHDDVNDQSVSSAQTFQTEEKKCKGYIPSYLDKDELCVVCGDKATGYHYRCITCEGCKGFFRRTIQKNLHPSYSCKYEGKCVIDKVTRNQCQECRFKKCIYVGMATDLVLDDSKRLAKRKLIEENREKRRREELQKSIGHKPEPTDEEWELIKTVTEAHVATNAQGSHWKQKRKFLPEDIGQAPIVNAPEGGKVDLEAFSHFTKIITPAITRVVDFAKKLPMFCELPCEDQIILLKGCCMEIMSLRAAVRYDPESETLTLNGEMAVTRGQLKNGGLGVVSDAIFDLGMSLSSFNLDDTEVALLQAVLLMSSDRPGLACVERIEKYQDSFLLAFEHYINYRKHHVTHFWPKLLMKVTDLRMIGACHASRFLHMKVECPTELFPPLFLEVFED
#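 Human TRb LBD (0.6 uM) plus Texas Red-labeled SRC2 peptide (20 nM), 1uM T3, 5% DMSO, 5 hr at ambient temperature. Decreased polarization (555/632 nm) flags inhibition; data normalized to free and bound peptide controls.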
# RECQ1 helicase = RECQ1 (human) helicase inhibition. RECQ1 DNA unwinding, red fluorescence kinetic read. P46063. hit rate 0.54% among 240,000. Potency, µM (highest dose often 57.3 µM), without a hit: at the top dose activity, negative = inhibition, actives largely listed as inhibitors;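 note: plate controls were vehicle for no effect and no enzyme for full effect; nearly all actives have a fitted effect of over 30% in size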
#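 RECQ1T1 50 nM; forked duplex (20 bp + 30-nt ss tails) 200 nM, ATP 2 mM final; pH 8.0, 2 mM MgCl2, 2.5 ug/ml poly(dI-dC); 15 min compound preincubation; discontinuous kinetic read over 2 h at RT.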
# GoLoco inh red = RGS12 GoLoco-Gai1 interaction inhibition | hit rate 0.44% among 230,000 | P63096 | Gai1:RGS12 GoLoco peptide FP, rhodamine, 10 min | AID 880 | Potency, µM (top dose mostly 61.6 µM), for the others: at the top dose activity, negative = inhibition, actives largely listed as inhibitors; active = well fitted inhibition curve with a large enough effect, not every such curve was filed as active; inactive = no such curve, though single readings can be large or run the other way; note: nearly all actives have a fitted effect of over 30% in size; many of its hits are not listed in these tables
# TR SRC2 fluor cs = Texas Red fluorescence interference in TRb-SRC2 counter-screen | hit rate 0.29% among 280,000 | Potency, µM (top dose mostly 106 µM), inactives show at the top dose fluorescence change, negative = quenching | TRb/SRC2 Texas Red total fluorescence interference; active = well fitted curve in either direction with a large enough effect; inconclusive = small, poorly fitted or top-dose-only effect
#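 Human TRβ ligand-binding domain (0.6 uM) and Texas Red SRC2 peptide (20 nM) in Tris buffer with 1 uM T3 and 5% DMSO were incubated with pinned compound for 5 hr at ambient temperature. Total fluorescence was computed as S + 2P (555/632 nm).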
# Tau fibril ThT = blocks human tau fibril formation measured by thioflavin T | P10636 | recombinant tau K18 P301L (four-repeat tau fragment), heparin-induced fibrillization, ThT fluorescence | Potency, µM (doses to about 57.4 µM), for inactives: at the top dose activity, negative = inhibition, hits mostly inhibitors | hit rate 2.1% among 270,000; note: nearly all actives have a fitted effect of over 55% in size
#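 Aggregation was driven by heparin (20 uM final) acting on recombinant tau […] bearing P301L in 100 mM sodium acetate pH 7; fibrils were detected with Thioflavin T.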
# L3MBTL1 block = blocks human L3MBTL1; Potency, µM (series often up to 57.1 µM), inactives show at the top dose activity, negative = inhibition, actives largely listed as inhibitors; hit rate 0.66% among 230,000; AlphaScreen L3MBTL1–H3K9me1 peptide binding; Q9Y468; AID 485360; note: nearly all actives have a fitted effect of over 60% in size
#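 Displacement of a biotinylated histone H3(1-15) peptide monomethylated at Lys9 (75 nM) from L3MBTL1 (50 nM) was measured by AlphaScreen after a 30 min room-temperature compound incubation; cefsulodin titration served as intraplate control.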
# * hit, by the source's call; i = inactive; u = inconclusive; x = no result given; [ ] = dose if it differs, or a comment. Unless noted, calls come from the whole dose curve; as a rule, active = well fitted curve in the direction sought with a large enough effect; inconclusive = small, poorly fitted or top-dose-only effect, or another doubt; inactive = no such curve, though single readings can be large; an effect the other way counts as inactive or inconclusive. Unless noted, % is set by controls: 0 for no effect and ±100 for the full control effect; potency is the fitted concentration of half-maximal effect. Only part of the results is shown; rates above refer to the full screens.
# Results follow in this order: KDM4E inh, Tau fibril FP, TRb-SRC2 inh, RECQ1 helicase, GoLoco inh red, TR SRC2 fluor cs, Tau fibril ThT, L3MBTL1 block
- O=C(NC(=S)Nc1cccc(Cl)c1N1CCOCC1)c1cccs1
→ 5%, -16%, 3%, -3%, 1%, 0%, -13%, -14%
- O=C(NCC1CCCO1)c1sc(=S)n2c1[nH]c(=O)c1ccc(C(=O)N3CCCCC3)cc12 (centres undefined)
→ 3%, 13%, 3%, 10%, -4%, -24%, u, -8%
- Cc1cc(=O)oc2cc(OCc3nnc(-c4ccccc4Br)o3)ccc12
→ u, 6%, -2%, -11%, 17%, -1%, u, -8%
- Cn1ccnc1Sc1cc(Cl)ccc1[N+](=O)[O-]
→ 1%, -5%, -7%, -4%, -7%, -6%, -3%, -3%
- C=CCc1cccc2cc(C(=O)N3CCN(C(=O)OCC)CC3)c(=O)oc12
→ -24%, 4%, 1%, 0%, -2%, 1%, 0%, 5%[11.4 µM]
- c1ccc(CNC2=NCCCC2)cc1
→ -3%, u, -4%, -6%, x, -1%, -7%, 0%
- CCCN(C(=O)C1CCN(S(=O)(=O)c2c(C)noc2/C=C/c2ccc(C)cc2)CC1)c1ccccc1F
→ x, -4%, 6%, x, x, -5%, -2%, x
- CCCCC1CC(C)(C(=O)CSc2nc3ccccc3s2)OC1=O (centres undefined)
→ -6%, -1%, 3%, -5%, -2%, -1%, -17%, x
- Cc1cc(C)cc(-n2c(SCC(=O)Nc3cccc(F)c3)nc3c([nH]c4ccccc43)c2=O)c1
→ x, u, 4%, x, x, 3%, 10%, x
- Cc1nn(C)c(C)c1C1C(C#N)=C(N)OC2=C1C(=O)CC(C)(C)C2 (centres undefined)
→ -10%, u, 0%, 4%, -6%, -1%, 2%, -15%
- O=C(CCC(=O)OCc1ccc(Cl)cc1)Nc1cccc([N+](=O)[O-])c1
→ -20%, -4%, 7%, i, -21%, -7%, -1%, 7%
- Cc1nc(SCC(=O)c2ccc(F)cc2)c([N+](=O)[O-])[nH]1
→ -1%, 0%, 6%, i, 6%, -1%, u, -2%
- CCC(=O)N1CCc2cc(S(=O)(=O)NC(C(=O)NCc3ccccc3Cl)C(C)C)ccc21 (centres undefined)
→ x, -2%, -4%, x, x, -1%, u, x
- COc1cc(/C=C/C(=O)c2ccccc2O)cc(OC)c1OC
→ 13%, 11%, 4%, -19%, -6%, 0%, u, -7%
- O=c1ccc2c(o1)/C(=C/C=C(Cl)Cl)CCC2
→ u, -3%, 0%, -17%, -9%, 1%, u, -34%
- O=C(/C=C/c1c(F)cccc1Cl)Nc1ncccn1
→ 0%, 6%, -3%, -2%, 24%, 1%, -1%, -2%
- COc1ccc(OCC(=O)N2CCN(c3nnc(-c4ccc(C)cc4)c4ccccc34)CC2)cc1
→ -3%, 8%, -6%, i, 11%, -5%, -12%, u
- COC1(c2cc(-c3ccccc3)nc(N)n2)CCCCC1
→ u, 0%, -19%, -11%, -5%, 0%, -6%, -5%
- COc1ccc(CCNC(=O)CS(=O)(=O)Cc2nc(-c3cccc(Cl)c3)oc2C)cc1OC
→ x, 8%, -4%, x, x, 0%, -12%, x
- NC(=O)c1ccc(N=Nc2c(O)c3ccccc3[nH]c2=O)cc1
→ 2%, u, -17%, 8%, -73%, -1%, 0.5µM*, -17%
- O=C(O)CCC(=O)Nc1ccc(Oc2ncnc3cc(Cl)ccc23)nc1
→ u, -1%, 0%, i, 2%, -1%, -6%, 16%
- NNC(=O)c1ccccc1-n1cccc1
→ 26%, -1%, -14%, i, 7%, 0%, -6%, -1%
- Cc1cc(C)nc(-n2ncc(C#N)c2N)n1
→ 6%, -9%, 4%, i, 2%, 2%, -3%, 6%
- O=C(c1ccc(NC(=O)C2(c3ccccc3)CCCC2)cc1)N1CCOCC1
→ 3%, -7%, -8%, -4%, 14%, 1%, x, x
- CCOc1ccc(C2C(C(=O)Nc3ccccc3OC)=C(C)Nc3c(C(=O)Nc4cccc(C)c4)cnn32)cc1 (centres undefined)
→ x, u, -1%, x, x, -2%, 0%, x
- C/C(=N\NC(=O)c1ccc(F)cc1)c1ccc(N2CCOCC2)cc1
→ -6%, 0%, 0%, -4%, -2%, -3%, u, -3%
- O=C(NC1CC1)C1=COCCO1
→ 10%, 3%, -3%, -6%, 6%, -6%, -5%, x
- COC(=O)C1=NN(C(C)(C)CC(C)=O)C2C(=O)N(C3CCCCC3)C(=O)C12 (centres undefined)
→ -8%, -5%, 0%, 1%, 11%, 0%, 0%, 7%
- CCCCC(CC)C(=O)Nc1ccccc1C(=O)NC(C)C (centres undefined)
→ -12%, 1%, -6%, -1%, 2%, -2%, -5%, x
- CC(=O)OCC(=O)[C@@]1(O)CCC2C3C[C@H](C)C4=CC(=O)C=CC4(C)C3C(O)CC21C (some centres undefined)
→ x, 1%, 4%, -4%, -41%, 0%, -1%, x
- COC(=O)c1c(NC(=O)c2cccs2)sc2c1CCCC2
→ -5%, 11%, -6%, 4%, -20%, -1%, -7%, -19%
- Cc1cc(C)n(Cc2ccc(C(=O)Nc3cccc(Br)c3)o2)n1
→ 0%, 5%, -2%, -9%, 3%, -2%, -5%, -2%
- Cc1cccc(Cc2nnc(CCC(=O)N3CCCC(CN4CCOCC4)C3)o2)c1 (centres undefined)
→ 4%, -5%, -2%, -1%, 11%, -1%, -14%, -1%
- O=C(C1CCN(S(=O)(=O)c2cccs2)CC1)N1CCN(c2ccccc2)CC1
→ -5%, 15%, -10%, -8%, 1%, -2%, -7%, x
- O=C(Nc1cccc(-c2csc(Nc3cccc(C(F)(F)F)c3)n2)c1)c1ccccc1
→ -3%, -4%, 1%, -26%, 0%, -2%, u, x
- CC(=O)c1cccc(Nc2nc(-c3cccc([N+](=O)[O-])c3)cs2)c1
→ -12%, 4%, 9%, -5%, 6%, -15%, 4µM*, -16%
- CCCN(CCC)S(=O)(=O)c1ccc(NS(=O)(=O)c2ccc(F)cc2)cc1
→ 5%, -21%, 5%, -20%, x, 5%, -11%, 9%
- CC(C)(C)c1nc(NCC2CCCO2)c2nnn(Cc3ccccc3)c2n1 (centres undefined)
→ 4%, 0%, -2%, -4%, -6%, 2%, -8%, -7%
- CC(Oc1ccc(Cl)cc1)C(=O)NNC(=S)NC(=O)c1ccco1 (centres undefined)
→ 20µM*, -15%, -1%, 0%, -2%, 0%, u, 7%
- CC(C)Oc1ccc(CCc2nnc(SCC(=O)O)n2-c2ccccc2)cc1
→ 0%, 7%, 1%, i, -1%, -1%, -4%, 11%

# Looked up by compound from the entries so far (5):
# Results follow in this order: KDM4E inh, Tau fibril FP, TRb-SRC2 inh, RECQ1 helicase, GoLoco inh red, TR SRC2 fluor cs, Tau fibril ThT, L3MBTL1 block
- O=C(C1CCN(S(=O)(=O)c2cccs2)CC1)N1CCN(c2ccccc2)CC1
→ -5%, 15%, -10%, -8%, 1%, -2%, -7%, x
- CCOc1ccc(C2C(C(=O)Nc3ccccc3OC)=C(C)Nc3c(C(=O)Nc4cccc(C)c4)cnn32)cc1 (centres undefined)
→ x, u, -1%, x, x, -2%, 0%, x
- Cc1cccc(Cc2nnc(CCC(=O)N3CCCC(CN4CCOCC4)C3)o2)c1 (centres undefined)
→ 4%, -5%, -2%, -1%, 11%, -1%, -14%, -1%
- O=C(O)CCC(=O)Nc1ccc(Oc2ncnc3cc(Cl)ccc23)nc1
→ u, -1%, 0%, i, 2%, -1%, -6%, 16%
- CC(C)Oc1ccc(CCc2nnc(SCC(=O)O)n2-c2ccccc2)cc1
→ 0%, 7%, 1%, i, -1%, -1%, -4%, 11%

# In a second layout: 3 of the compounds above
SMILES,KDM4E inh,Tau fibril FP,TRb-SRC2 inh,RECQ1 helicase,GoLoco inh red,TR SRC2 fluor cs,Tau fibril ThT,L3MBTL1 block
Cc1cc(C)n(Cc2ccc(C(=O)Nc3cccc(Br)c3)o2)n1,0%,5%,-2%,-9%,3%,-2%,-5%,-2%
C/C(=N\NC(=O)c1ccc(F)cc1)c1ccc(N2CCOCC2)cc1,-6%,0%,0%,-4%,-2%,-3%,u,-3%
Cc1cc(C)nc(-n2ncc(C#N)c2N)n1,6%,-9%,4%,i,2%,2%,-3%,6%

# (continued)
# Screens by letter: A = KDM4E inh; B = Tau fibril FP; C = TRb-SRC2 inh; D = RECQ1 helicase; E = GoLoco inh red; F = TR SRC2 fluor cs; G = Tau fibril ThT; H = L3MBTL1 block
O=C(Nc1nncs1)c1c(F)c(F)c(F)c(F)c1F
  A = -5%	B = -9%	C = -6%	D = 3%	E = -8%	F = 0%	G = 1%	H = -17%[11.4 µM]
O=C(C1=C(O)C(=O)N(CCN2CCOCC2)C1c1ccccn1)c1cccs1 (centres undefined)
  A = u	B = -5%	C = -1%	D = i	E = 1%	F = -4%	G = u	H = x
CC(C)[C@H](NC(=O)c1ccco1)C(=O)OCC(=O)N(C)c1ccccc1
  A = 10%	B = -2%	C = 3%	D = -6%	E = -1%	F = 0%	G = -4%	H = -2%
C/C(=N\NC(=O)c1cccc(C)c1)c1ccc(N2CCOCC2)cc1
  A = -6%	B = -6%	C = 3%	D = -4%	E = 1%	F = 1%	G = u	H = x
COc1ccc(C(=O)N2CCCC(c3nc(-c4cccs4)no3)C2)cc1 (centres undefined)
  A = 1%	B = 6%	C = 8%	D = -1%	E = x	F = 0%	G = -12%	H = 0%
O=S(=O)(c1ccc(F)cc1)N1CCC2(CC1)OCCO2
  A = 9%	B = -2%	C = -12%	D = i	E = 12%	F = -7%	G = -6%	H = -10%
COc1ccc(C(=O)NC(=S)NCC2CCCO2)cc1 (centres undefined)
  A = -4%	B = 2%	C = 0%[53 µM]	D = u	E = 0%	F = -1%[53 µM]	G = 9%	H = 4%
COc1cccc(Cn2c(=O)n(CC3CCC(C(=O)N4CCCCC4)CC3)c(=O)c3sccc32)c1 (centres undefined)
  A = x	B = 0%	C = 11%	D = x	E = x	F = -5%	G = -12%	H = x

# From PubChem
